Assay outcomes (PubChem)
HCMV antiviral: qHTS Assay for inhibitors of the human cytomegalovirus (HCMV). 410,000 tested, 4.5% active. AID 1259415, 2018. activity change, negative = inhibition, % at 57.5 µM. HFF cells, HCMV-luciferase reporter, 72 h; stronger effect = lower value; in the data active means activity change below about -60%; inconclusive means no clear call, values can overlap the other calls; inactive means above about -39%
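Cell-based, HFFs, 1000 cells/well, 16 h 37C; cpds in DMSO + HCMV-luc, MOI 1 PFU/cell; 72 h 37C; OneGlo luminescence after 5 min RT; norm. to buffer vs Salinomycin 10uM.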
HCV inh: qHTS Assay for Inhibitors of Hepatitis C Virus (HCV). Potency, µM (doses to about 41.8 µM), without a hit: at the top dose activity change, negative = inhibition, most hits filed as inhibitors. 340,000 tested, 3.4% active. AID 651820, 2012. Huh7.5.1 HCVcc-Cre infection, luciferase reporter, 44 h; further: potency means the concentration at half of the fitted maximal effect
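Infectious HCV cell culture screen: compound-treated cells (1,000/well, pre-plated 4 h) are infected with HCVcc-Cre at roughly 0.5 moi and grown 44 h. Infection is quantified by luciferase signal after 15 min substrate incubation at room temperature.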
LmPK inh: qHTS Assay for Inhibitors of Leishmania Mexicana Pyruvate Kinase (LmPK) | AID 1721, 2009 | 290,000 tested, 0.37% active | Q27686 | Potency, µM (top dose mostly 57.5 µM), for inactives: at the highest dose activity change, negative = inhibition, hits mostly inhibitors | purified LmPK, Kinase-Glo ATP luminescence, 1 h; further: potency means the concentration at half of the fitted maximal effect
Target sequence (Q27686 whole entry, looked up): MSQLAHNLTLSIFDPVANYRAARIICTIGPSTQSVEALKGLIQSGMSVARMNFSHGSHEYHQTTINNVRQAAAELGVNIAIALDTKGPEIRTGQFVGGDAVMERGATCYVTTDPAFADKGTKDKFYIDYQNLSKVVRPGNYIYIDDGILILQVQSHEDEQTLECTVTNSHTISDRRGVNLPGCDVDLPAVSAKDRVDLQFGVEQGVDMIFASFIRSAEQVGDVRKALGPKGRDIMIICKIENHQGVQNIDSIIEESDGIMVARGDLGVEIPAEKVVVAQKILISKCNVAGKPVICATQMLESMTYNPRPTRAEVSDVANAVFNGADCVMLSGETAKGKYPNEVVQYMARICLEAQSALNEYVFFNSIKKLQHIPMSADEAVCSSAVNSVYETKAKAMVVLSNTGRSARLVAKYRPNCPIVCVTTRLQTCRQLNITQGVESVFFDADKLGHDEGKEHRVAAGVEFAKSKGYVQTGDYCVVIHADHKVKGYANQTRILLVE
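Purified LmPK (0.1 nM) converted ADP (0.1 mM) to ATP with PEP (0.5 mM) in imidazole buffer pH 7.2 with KCl and MgCl2, 1 h at room temperature. ATP was read by Kinase-Glo luminescence; data normalized to uninhibited and no-enzyme controls.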
AmpC detergent: qHTS Inhibitors of AmpC Beta-Lactamase (assay with detergent) | P00811 | AmpC hydrolysis of nitrocefin, absorbance 480 nm, 0.01% Triton | Potency, µM (series often up to 114 µM), for inactives: at the highest dose activity change, negative = inhibition, usual class: inhibitors | 370,000 tested, 0.041% active;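 further: potency means the concentration at half of the fitted maximal effect; 0% = no-compound wells and -100% = no-enzyme wells; nearly all actives have a fitted effect of over 25% in size; some results filed as inactive show a strong effect at the top dose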
Target sequence (P00811 whole entry, looked up): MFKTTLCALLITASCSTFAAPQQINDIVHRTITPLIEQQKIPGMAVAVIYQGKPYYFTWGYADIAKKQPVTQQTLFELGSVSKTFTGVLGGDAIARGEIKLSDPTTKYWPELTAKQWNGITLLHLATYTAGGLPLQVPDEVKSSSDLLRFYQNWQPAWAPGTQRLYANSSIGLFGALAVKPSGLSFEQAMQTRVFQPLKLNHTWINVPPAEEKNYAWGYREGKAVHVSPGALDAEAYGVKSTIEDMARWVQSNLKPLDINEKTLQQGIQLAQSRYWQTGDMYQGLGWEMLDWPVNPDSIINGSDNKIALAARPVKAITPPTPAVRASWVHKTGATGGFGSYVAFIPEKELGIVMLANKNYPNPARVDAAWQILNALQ
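AmpC (5.3 nM in the dispensed reagent) in 20 mM phosphate pH 7.0 with 0.01% (detergent screen) or 0.0001% Triton X-100 was preincubated with compounds for 15 min at room temperature. Nitrocefin was then added from an 800 uM solution, and hydrolysis was followed at 480 nm.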
AmpC no deterg: qHTS Inhibitors of AmpC Beta-Lactamase (assay without detergent). P00811. Potency, µM (series often up to 57.1 µM), without a hit: top-dose activity change, negative = inhibition, most hits filed as inhibitors. 330,000 tested, 0.52% active. AmpC nitrocefin hydrolysis, absorbance 480 nm, 0.0001% Triton. AID 485341, 2010;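 further: potency means the concentration at half of the fitted maximal effect; plate controls were no compound for no effect and no enzyme for full effect; nearly all actives have a fitted effect of over 20% in size; some results filed as inactive show a strong effect at the top dose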
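AmpC (5.3 nM in the dispensed reagent) in 20 mM phosphate pH 7.0 with 0.01% (detergent screen) or 0.0001% Triton X-100 was preincubated with compounds for 15 min at room temperature. Nitrocefin was then added from an 800 uM solution, and hydrolysis was followed at 480 nm.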
AMA1 RON2 block: qHTS for Inhibitors of AMA1-RON; Towards Development of Antimalarial Drug Lead: Primary Screen; Plasmodium falciparum AMA1 (3D7) - RON2 peptide interaction; 360,000 tested, 0.2% active; Potency, µM (highest dose often 58.2 µM), inactives show at the top dose activity change, negative = inhibition, hits mostly inhibitors; AlphaScreen AMA1-biotinylated RON2 peptide binding;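 further: potency means the concentration at half of the fitted maximal effect; 0% = vehicle wells and -100% = peptide control; nearly all actives have a fitted effect of over 45% in size; some results filed as inactive show a strong effect at the top dose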
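AMA1 (3D7) with his tag at 25 nM final met compounds first, then biotinylated RON2 peptide at 25 nM; detection used donor plus acceptor beads, 10 µg/mL apiece, read by AlphaScreen after 30 min at room temperature.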
TbPYK inhibitor: qHTS of Trypanosoma Brucei Inhibitors; TbPYK enzyme, Kinase-Glo Plus ATP luminescence, 45 min; AID 624173, 2012; Potency, µM (highest dose often 76.8 µM), for inactives: top-dose activity, negative = inhibition, hits mostly inhibitors; pyruvate kinase (Trypanosoma brucei), Q57TT1; 410,000 tested, 0.12% active; further: potency means the concentration at half of the fitted maximal effect; nearly all actives have a fitted effect of over 50% in size
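Luminescent Kinase-Glo Plus end-point after 45 min room-temperature reaction of T. brucei pyruvate kinase started with 130 uM ADP (final). Buffer TEA 50 mM pH 7.2 with KCl, MgCl2, BSA, Tween-20; titration-based qHTS with fitted concentration-effect curves.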
Numbers without * were called inactive; ? = inconclusive; / = not tested or not shown; & = joins results of further samples; [ ] = remark or other dose. Unless noted, the call rests on the fitted dose curve; in most records, active means well fitted curve in the direction sought with a large enough effect; inconclusive means small, poorly fitted or top-dose-only effect, or another doubt; inactive means no such curve, though single readings can be large; an effect the other way counts as inactive or inconclusive. Unless noted, on the % scale 0 is the no-effect control and ±100 the full control effect.

Molecule	HCV inh	TbPYK inhibitor	AMA1 RON2 block	HCMV antiviral	AmpC detergent	AmpC no deterg	LmPK inh
Cc1ccc(NS(=O)(=O)c2ccc(C(=O)NCc3cccnc3)cc2)cc1	?	12%	-1%	7	2%	-10%	-8%
CCCc1cc(=O)oc2cc(C)cc(OCC(=O)NCc3ccccn3)c12	-22%	6%	-9%	-22	-8%	2%	5%
CC1(C(=O)NS(=O)(=O)Cc2ccccc2)CCN1C(=O)Cc1ccc(-c2ccccc2)cc1 (stereo not drawn)	/	5%	-7%	0	/	/	/
Cc1ccc(CCN2CC(C(=O)NC3CCCCC3)CC2=O)cc1 (stereo not drawn)	2%	6%	-12%	0	1%	22%	0%
Cc1ccc2c(c1)C(c1ccccc1)=NCC(=O)N2C	13%	1%	0%	48	/	/	/
Cc1c(Cl)cccc1NC(=O)CSc1sc2c(O)cc(=O)[nH]c2c1C#N	-7%	-6%	-11%	18	4%	-34%	-3%
Cc1ccc(S(=O)(=O)N2CCOCC2)cc1NC(=O)COC(=O)c1ccc(Br)cc1	19%	3%	-5%	-40	/	105%[activator]	/
O=C(Nc1ccc(F)c(F)c1)c1cnc(-c2ccccc2)nc1-c1ccccc1	-9%	-6%	7%	12	-5%	-29%	-5%
O=C(COc1ccccc1Cl)NCc1ccncc1	20%	4%	17%	20	?	-11%	-1%
Cc1ccc(CSc2nnc(NC(=O)Cn3cnc4ccccc4c3=O)s2)cc1	-22%	-6%	-4%	6	6%	-22%	4%
COc1cc(NC(=O)CSc2nc3ccccc3nc2Cc2ccc(Cl)cc2)cc(OC)c1	/	-9%[15.4 µM]	/	0	14%	/	/
CCn1c(=O)c(C(=O)NCCN2CCCCC2)c(O)c2ccccc21	?	-1%	0%	61	3%	-2%	1%
Cc1ccc(NC(=O)CSc2nnc(-c3cccs3)o2)cc1S(=O)(=O)N1CCCCC1	1%	-3%	19%	33	2%	-48%	4%
Cc1nc2sc(C(c3cccs3)N3CCN(c4ccccc4)CC3)c(O)n2n1 (stereo not drawn)	22%	4%	15%	-70*	?	-5%	1%
COc1cccc(N2CCN(Cc3nc4scc(-c5ccccc5)c4c(=O)[nH]3)CC2)c1	13µM*	2%	25%[2.32 µM]	-61*	?	-32%	2%
O=C(COC(=O)c1ccc(S(=O)(=O)NCc2ccco2)cc1)Nc1ccc(OC(F)F)cc1	4%	0%	0%	-14	?	-36%	6%
Cc1nccn1Cc1ccc(Cl)nc1	13%	1%	-23%	-25	?	-2%	-2%
Nc1ccc2oc(-c3ccc4nc[nH]c4c3)nc2c1	?	-6%	-4%	86	-4%	-16%	?
COc1ccc(-n2cnnc2SCC(=O)Nc2cccc(S(=O)(=O)N3CCCCC3)c2)cc1	?	5%	7%	-32	?	16%	2%
COc1ccc(OC)c(-n2c(-c3ccn[nH]3)n[nH]c2=S)c1	-10%	?	14%	-10	2%	-18%	20µM*
CCCS(=O)(=O)N1CCC(C(=O)N2CCN(Cc3ccccc3)CC2)CC1	7%	3%	-19%	-1	-4%	15%	-5%
COc1ccccc1Cc1c(-c2ccc(OC)c(OC)c2)nc2ccc(Cl)cn12	/	-1%	-14%	-9	/	/	/
CCc1cccc(CC)c1NC(=O)Cn1nnc2sc(-c3ccccc3)cc2c1=O	/	2%	/	-7	0%	/	/
CCCC/C=C1/CCC(CN(C)C)C1=O (stereo not drawn)	?	-9%	-3%	/	/	/	/
COc1ccc2c(C)cc(SC3CCOC3=O)nc2c1 (stereo not drawn)	-6%	-8%	-7%	45	-7%	-2%	2%

Part of the list above, field by field.
> O=C(COc1ccccc1Cl)NCc1ccncc1
  HCV inh: 20%
  TbPYK inhibitor: 4%
  AMA1 RON2 block: 17%
  HCMV antiviral: 20
  AmpC detergent: ?
  AmpC no deterg: -11%
  LmPK inh: -1%
> CCCC/C=C1/CCC(CN(C)C)C1=O (stereo not drawn)
  HCV inh: ?
  TbPYK inhibitor: -9%
  AMA1 RON2 block: -3%
  HCMV antiviral: /
  AmpC detergent: /
  AmpC no deterg: /
  LmPK inh: /
> COc1ccc2c(C)cc(SC3CCOC3=O)nc2c1 (stereo not drawn)
  HCV inh: -6%
  TbPYK inhibitor: -8%
  AMA1 RON2 block: -7%
  HCMV antiviral: 45
  AmpC detergent: -7%
  AmpC no deterg: -2%
  LmPK inh: 2%

Next section
Molecule	HCV inh	TbPYK inhibitor	AMA1 RON2 block	HCMV antiviral	AmpC detergent	AmpC no deterg	LmPK inh
CCOC(=O)/C(=C\Nc1ccccc1C(F)(F)F)Sc1ncc(C(F)(F)F)cc1Cl	9%	-4%	-7%	-34	2%	-13%	-6%
COCCn1c(SCc2cc(C(C)=O)ccc2OC)nc2cc(Cl)ccc2c1=O	-15%	2%	11%	-38	?	-1%	2%
CS(=O)(=O)c1ccc2nc(NC(=O)C3=NN(c4ccccc4)C(=O)CC3)sc2c1	6%	2%	9%	27	-5%	-29%	10%
Cc1ccc2c(CNCc3ccc(C)o3)c(C(=O)O)n(Cc3ccccc3C)c2c1	/	1%	/	21	?	/	/
Cc1cc(O)c(C(=O)/C=C/c2ccccc2)c(=O)o1	-25%	1%	79%[activator]	-92*	2%	-56%	-3%
Cc1oc(-c2ccc(Cl)cc2)nc1CS(=O)CC(=O)NCCN1CCCCCC1 (stereo not drawn)	?	-5%	5%	-12	-3%	100%[activator]	5%
COc1ccc(NC(=O)Nc2cccc3c2O[C@H](CN(C)C(=O)NC(C)C)[C@@H](C)CN([C@H](C)CO)C3=O)cc1	-5%	-5%	3%	11	/	48%	/
CC(=O)N1CCc2cc(S(=O)(=O)N3CCc4ccccc4C3)ccc21	-1%	3%	4%	-21	-9%	-16%	3%
COc1ccc(OC)c(NC(=O)c2ccccc2NC(=O)c2ccco2)c1	?	-2%	-17%	0	-2%	-2%	-15%
CCN1CCN(CCCNC(=O)c2ccc3c(c2)NC(=O)c2ccccc2S3)CC1	10µM*	-4%	8%	-3	1%	4µM*	2%
Cc1cccc(C)c1NC(=O)CCS(=O)(=O)c1cccc2nonc12	5%	7%&0%	-10%	-4&-2	-4%&-3%	-2%	14%
CSCCC(C(=O)Nc1ccc2c(c1)OCO2)N1C(=O)c2ccccc2C1=O (stereo not drawn)	6%&4%	-3%	-9%	37	0%	-30%	3%
Cc1cccc2c1cnn2C(=O)CCC(=O)NC1CCCCC1	4%	1%	0%	9	?	-19%	-6%
C[C@@H]1CN([C@H](C)CO)C(=O)CCCn2nncc2CO[C@H]1CN(C)C(=O)c1ccc(N2CCN(C)CC2)cc1	/	-13%	-4%	11	/	/	/
Clc1ccccc1OCc1nn2c(-c3ccncc3)nnc2s1	-23%	-13%	-5%	6	?	-5%	4%
CC(C)(C)c1ccc(C(=O)Oc2ccc3c(c2)OCC3=O)cc1	3%	0%	260%[activator]	-35	-3%	-52%	1%
CCOc1ccccc1CNC(=O)CCCn1c(=O)c2cccn2c2ccc(F)cc21	/	-6%	/	33	-1%	/	/
COC(Cn1c(-c2cccc(S(=O)(=O)N(C)C)c2)n[nH]c1=S)OC	6%	-16%	12%	13	-12%	-1%	5%
O=C(CO/N=C/c1ccccc1OC(F)F)NCc1ccco1	2%	-1%	5%	-9	1%	-18%	-3%
CCOc1ccc(CCNC(=O)CCc2c(C)nc3c(-c4ccccc4)c(C)nn3c2C)cc1OCC	/	3%	/	37	-10%	/	/
O=C(NN1C(=O)C2CC=C(Cl)CC2C1=O)c1ccncc1 (stereo not drawn)	18%	0%	-6%	11	3%	-12%	10%
CCOC(=O)c1c(NC(=O)N/N=C/c2ccccc2OCC)sc(C(C)=O)c1C	-7%	5%	14%	-11	-12%	-20%	3%
Cc1cc(NC(=O)c2cc(CC(C)C)on2)no1	7%	5%	-1%	6	?	-8%	-3%
O=C(NC1CCN(S(=O)(=O)c2ccccc2)CC1)c1ccccc1	-4%	0%	1%	2	-8%	-10%	-5%
Cc1ccsc1-c1nc(CSCC(=O)N2CCC3(CC2)OCCO3)c(C)o1	?	-9%	22%	-22	?	29%	1%
CSCCNC(=O)C1(C)CCN1C(=O)C/C=C/c1ccccc1 (stereo not drawn)	/	-9%	16%	-5	/	/	/
C/C(N)=C(/C#N)C(=O)COC(=O)C1Cc2ccccc2CN1S(C)(=O)=O (stereo not drawn)	-8%&-6%	3%&-20%	0%&7%	-8&26	-12%	-3%	6%
O=C(Cc1ccc(Cl)cc1)Nc1nnc2n1CCS2	/	2%	/	3	-2%	/	/
O=C(O)CNS(=O)(=O)c1cc(Cl)c(Cl)cc1Cl	19%	-5%	1%	-1	1%	-9%	-8%
Cc1ccc(S(=O)(=O)N2C[C@H]3n4c(=O)ccc(=O)n4C[C@H](OC(=O)NC4CC4)[C@@]3(O)C2)cc1	/	-2%	0%	-25	/	/	/
CCN(CC)c1ccc(/C=C2\C(=O)NC(=S)N(c3ccc(OC)cc3OC)C2=O)o1	6%	-23%	-5%	/	/	/	/
CCOC(=O)C1CCCN(Cc2cn(C)nc2-c2ccc3c(c2)OCCO3)C1 (stereo not drawn)	21%	1%	11%	-11	6%	-14%	2%
CC(C)N=C(NC#N)SCC(=O)NC(C)(C)C	16%	-8%	-8%	-32	?	-2%	2%
CCOc1ccc(NC(=S)C(C#N)=C2N(C)c3ccccc3N2C)cc1	15%	-7%	-10%	-28	?	-18%	-4%
O=C1C=C(NCCN2CCOCC2)CC(c2ccccc2)C1 (stereo not drawn)	12%	-5%	9%	-6	1%	-13%	3%
O=C(COC(=O)CCc1ccc(S(=O)(=O)N2CCOCC2)cc1)NCc1ccc(Cl)cc1	5%	0%	-8%	-16	0%	90%[activator]	8%
COc1cccc(C(=O)N2CCN(Cc3ccccc3C(F)(F)F)CC2)c1	17%	-2%	?	15	1%	108%[activator]	-2%
CCSc1nnc(NC(=O)Cc2ccc(OC)cc2)s1	19%	2%	-9%	-15	3%	-12%	1%
O=c1c(F)cn(C2CCCO2)c(=O)n1Cc1ccc(Cl)cc1 (stereo not drawn)	14%	-2%	-4%	3	-1%	-9%	2%
